GPR7 antag – blocks human GPR7 receptor signaling | inhibition, % at 4.4 µM | 290,000 compounds, 1.1% hits | GPR7-expressing cells, fluorescence antagonist assay; in the data active means inhibition above about 16%, passing the limit was not always enough;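 further: cells stimulated with the agonist NPW; 0% = agonist with vehicle and 100% = vehicle without agonist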
Target sequence (P48145 whole entry, looked up): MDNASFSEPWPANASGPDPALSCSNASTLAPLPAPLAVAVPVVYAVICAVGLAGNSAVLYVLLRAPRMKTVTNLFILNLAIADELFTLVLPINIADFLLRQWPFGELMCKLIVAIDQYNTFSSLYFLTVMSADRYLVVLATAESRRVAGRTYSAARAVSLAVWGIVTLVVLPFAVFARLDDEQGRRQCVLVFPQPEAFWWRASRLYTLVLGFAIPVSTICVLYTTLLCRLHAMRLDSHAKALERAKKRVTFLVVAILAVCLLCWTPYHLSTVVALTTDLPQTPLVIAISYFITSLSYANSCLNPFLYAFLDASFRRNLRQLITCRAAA
V1R ag counter – V1a receptor agonism, counter-screen for OXTR agonists | P37288 | CHO-V1R cells, Fluo-8 calcium fluorescence, agonist mode; 0% DMSO, 100% 3 nM vasopressin | activation, % at 3 µM | 320,000 compounds, 0.25% hits;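 active means activation above the mean activation of all tested compounds plus 3 SD, per screening run, cut at about 20% in these data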;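 further: signal is peak over basal fluorescence ratio across a 100 second FLIPR read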
Target sequence (P37288 whole entry, looked up): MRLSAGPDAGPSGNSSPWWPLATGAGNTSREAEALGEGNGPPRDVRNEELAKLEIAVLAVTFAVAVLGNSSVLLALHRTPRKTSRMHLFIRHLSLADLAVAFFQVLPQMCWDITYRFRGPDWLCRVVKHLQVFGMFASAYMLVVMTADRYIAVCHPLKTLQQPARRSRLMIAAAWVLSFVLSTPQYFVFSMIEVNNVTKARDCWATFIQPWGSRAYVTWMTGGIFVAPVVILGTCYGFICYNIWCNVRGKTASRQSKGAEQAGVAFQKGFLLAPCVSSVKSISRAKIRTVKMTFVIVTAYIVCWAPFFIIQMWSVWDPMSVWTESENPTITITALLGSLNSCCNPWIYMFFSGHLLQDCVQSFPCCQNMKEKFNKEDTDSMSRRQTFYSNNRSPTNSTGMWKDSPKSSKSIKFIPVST
OXTR agonist – human OXTR agonism. P30559. CHO-OTR cells, Fluo-8 calcium fluorescence; normalized: DMSO 0%, oxytocin 100%. activation, % at 3 µM. 320,000 compounds, 0.32% hits. AID 2435;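 active means activation above the mean of all tested compounds plus 3 SD, cutoff set per screening run, cut at about 20% in these data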;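 further: peak over basal fluorescence ratio from a 100 s FLIPR kinetic read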
GalR3 antagonist – blocks the human galanin receptor 3; O60755; HEK293 GalR3-CNG cAMP membrane potential fluorescence; galR3 body fused to GalR1 C-terminus; inhibition, % at 3 µM; 360,000 compounds, 0.44% hits; AID 651719;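 active means inhibition above the screen-wide average plus 3 SD, cut at about 13% in these data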;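 further: forskolin and galanin both at EC90 stimulate the cells; cAMP rise reported by CNG channel membrane potential dye signal; 0% = forskolin plus galanin with DMSO and 100% = forskolin alone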
IMP-1 inh – blocks Pseudomonas aeruginosa IMP-1 metallo-beta-lactamase; purified IMP-1, nitrocefin hydrolysis, epi-absorbance fluorescence; inhibition, % at 5.6 µM; 290,000 compounds, 0.45% hits; AID 1556;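 active means inhibition above the mean plus 3 SD of all compounds in the same screening run, cut at about 4.5% in these data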;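 further: 0% = IMP-1 with DMSO and 100% = DMSO wells lacking enzyme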
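System – purified recombinant IMP-1 beta-lactamase · Input – IMP-1 dispensed at 0.2 nM · Timing – 15 min preincubation plus 25 min reaction at 25 °C · Signal – Epi-absorbance fluorescence, 480 nm excitation, 530 nm emission · Measure – percent IMP-1 inhibition derived from blank-referenced optical density · Controls – Enzyme-plus-DMSO low control, enzyme-free DMSO high control · Replication – singlicate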
PHOSPHO1 block – blocks human PHOSPHO1 phosphatase activity | inhibition, % at 13.3 µM | recombinant PHOSPHO1, absorbance phosphatase assay | Q8TCT1 | 290,000 compounds, 1.1% hits; in the data active means inhibition above about 60%
Target sequence (Q8TCT1 whole entry, looked up): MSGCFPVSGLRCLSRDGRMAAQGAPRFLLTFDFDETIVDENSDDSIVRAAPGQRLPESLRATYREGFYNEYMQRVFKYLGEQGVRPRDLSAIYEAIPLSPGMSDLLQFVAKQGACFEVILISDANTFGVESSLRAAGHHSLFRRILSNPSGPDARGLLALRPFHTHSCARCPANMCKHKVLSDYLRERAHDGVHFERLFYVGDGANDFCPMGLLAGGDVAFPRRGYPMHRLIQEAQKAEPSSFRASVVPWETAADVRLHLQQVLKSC
HCV NS3 hel inh – blocks Hepatitis C virus NS3 helicase unwinding | NS3 helicase DNA unwinding, Cy5 molecular beacon fluorescence | inhibition, % at 10.9 µM | 290,000 compounds, 0.56% hits;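 active means inhibition above the mean of all tested compounds plus 3 SD, set per campaign, cut at about 35% in these data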;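 further: 0% = DMSO wells and 100% = thioflavine S control wells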
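System: HCV NS3 helicase fragment; control set: DMSO and thioflavine S; technique: Cy5 fluorescence at 0 and 60 min, beacon hairpin quenching; reagent: beacon DNA duplex substrate plus ATP; replicates: singlicate; schedule: 1 h reaction at 25 °C, ATP-initiated; medium: MOPS buffer pH 6.5 with MgCl2, DTT, Tween20, BSA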
FID counter – counter-screen for HCV NS3 helicase inhibitors: DNA intercalator displacement; 290,000 compounds, 0.17% hits; inhibition, % at 7.9 µM; DNA fluorescent intercalator displacement, fluorescence; in the data active means inhibition above about 37%;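 further: 0% = vehicle and 100% = reference compound; higher means more ethidium bromide displaced from hairpin DNA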
VIM-2 inh – inhibitors of Pseudomonas aeruginosa VIM-2 metallo-beta-lactamase; inhibition, % at 5.6 µM; purified VIM-2, nitrocefin hydrolysis, epi-absorbance fluorescence; AID 1527; 290,000 compounds, 0.89% hits;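 active means inhibition above the mean of all tested compounds plus 3 SD, cutoff set per screening run, cut at about 7.5% in these data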;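 further: red hydrolysis product quenches plate fluorescence so inhibitors raise well fluorescence; 0% = enzyme with DMSO and 100% = DMSO without enzyme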
An asterisk follows results filed as active; / = not tested or not shown.

SMILES	GPR7 antag	V1R ag counter	OXTR agonist	GalR3 antagonist	IMP-1 inh	PHOSPHO1 block	HCV NS3 hel inh	FID counter	VIM-2 inh
CCC(C)NC(=O)c1cnn2c(C)c3c(nc12)CCCC3 (stereo unspecified)	-10	-1.5	-2.1	8	-1.9	22	2	-23	3.1
C=CCN1C(=O)C2(OCCO2)c2cc(C)ccc21	1	-1.0	-1.7	-4	-1.6	29	13	-9	-0.5
COc1ccc(CCNC(=O)[C@@H](NC(=O)c2ccccc2F)C(C)C)cc1OC	10	6.5	-1.7	2	-3.5	6	7	-16	-1.0
CC1(C)CCCC2=C1CC1C(=O)N(c3ccccc3)C(=O)C1C2 (stereo unspecified)	-9	-0.8	-2.2	-3	0.1	-8	7	-17	-2.8
Cc1ccccc1COC[C@H](CC(C)C)N1CCN(C(=O)c2cccc(C(F)(F)F)c2)CCC1=O	-9	-1.6	-1.3	-5	-3.2	-9	-5	-47	-0.2
CS(=O)(=O)Nc1cccc(C2=NN(C(=O)c3ccc(F)cc3)C(c3cccs3)C2)c1 (stereo unspecified)	12	4.0	1.0	-9	-2.9	20	-2	-21	-4.0
Cc1nc(N/N=C/c2ccc(O)cc2O)cc(N2CCOCC2)n1	-20	0.8	0.5	-9	-5.0	34	1	-9	-3.7
Nc1nc(SCC(=O)Nc2ccccc2C(F)(F)F)[nH]c(=O)c1-c1ccccc1	-2	0.6	0.1	-2	-2.9	28	-14	-2	1.5
Cc1ccc(NC(=O)CCNS(=O)(=O)c2ccc3[nH]c(=O)oc3c2)cc1	-7	-0.2	-0.1	2	-3.3	17	-6	-4	-2.8
O=C(NCCN1CCOCC1)C(=O)NCC1CCCO1 (stereo unspecified)	0	-0.4	0.2	-5	-1.7	16	1	1	-2.7
COc1cccc(-n2c(-c3cccc(S(=O)(=O)N(C)C)c3)n[nH]c2=S)c1	-9	0.0	0.4	-5	-4.8	-2	1	-5	2.4
CCOC(=O)c1cc2cc(-c3c(C(=O)OCC)oc4cc(O)cc(O)c4c3=O)ccc2o1	-13	3.7	1.4	2	-0.8	-25	12	1	0.2
O=C(CNc1cc(S(=O)(=O)N2CCOCC2)ccc1N1CCCC1)NCc1ccco1	-3	-0.9	-2.3	7	-4.4	2	-5	-13	-5.5
O=C(CNC(=O)c1ccco1)OCc1c(F)cccc1Cl	25*	2.5	0.8	-7	-3.5	34	6	-2	-2.2
COc1ccc(C2=Nn3c(nnc3-c3ccco3)SC2)cc1OC	-14	-0.6	-2.2	9	2.6	38	14	-16	23*
COc1ccc(N2CCN(CCNC(=O)C3CCN(S(=O)(=O)c4cccs4)CC3)CC2)cc1	-9	4.5	7.0	/	-1.3	15	-14	9	-2.3
COc1c(Cl)cc(C(=O)NN)cc1Cl	-7	-1.4	-2.0	3	-1.6	23	3	-2	-2.9
Cc1cccc(N2CCN(C(=O)NCc3ccc(Cl)cc3)CC2)c1	-7	3.9	4.5	-3	-4.8	-17	3	-22	-1.9
c1ccc(CNc2ccc(CNc3ncn[nH]3)cc2)cc1	-2	0.5	1.8	-4	-1.1	3	-1	0	0.8
COc1ccc(C(O)c2nccn2C)cc1 (stereo unspecified)	-3	3.0	-0.4	1	-3.5	-2	0	-4	-1.3
O=C(NC(=S)N1CCN(c2c(Cl)cccc2[N+](=O)[O-])CC1)c1cccs1	-8	-0.9	-2.0	-2	-0.4	-10	11	-6	-3.0
Cc1ccc(OCC(=O)Nc2ccc3c(c2)nc(CCN2CCC(C)CC2)n3C)cc1	1	0.3	0.6	-4	-2.5	28	-12	28	-2.4
Cc1ccc(S(=O)(=O)Nc2cccc(C(=O)NCc3ccc(S(N)(=O)=O)cc3)c2)cc1	-12	-0.8	-1.2	-6	-2.9	37	11	-17	-1.7
CC1(C(=O)NC2CCCCCCC2)CCC(=O)N1Cc1cccs1 (stereo unspecified)	2	-0.2	0.7	-5	-3.4	-4	-1	-17	-2.7
CN(C)c1ccc(/C=C/C(=O)c2c(O)c3ccccc3oc2=O)cc1	-3	8.2	10	-5	2.5	33	24	-18	6.2
CCOC(=O)C1=C(c2ccccc2)NC(=O)NC1c1ccsc1 (stereo unspecified)	-6	/	/	-12	2.0	30	0	-11	0.0
CC(C)c1nnc(NC(=O)CN(C)S(=O)(=O)c2ccc3c(c2)OCCO3)s1	-3	1.3	-0.2	-4	-2.5	-39	-4	-5	-0.3
O=C(O)c1cccnc1SC1CC(=O)N(c2ccc(OC(F)F)cc2)C1=O (stereo unspecified)	-8	0.7	0.8	-9	-2.3	46	-14	0	-2.8
CC(=O)c1ccc(NC(=O)NCc2ccc(F)cc2)cc1	-9	0.0	0.4	-6	-2.7	32	4	-2	-1.4
COc1cccc(C(=O)Nc2ccccc2OC(F)(F)F)c1	-6	0.2	-0.7	7	-5.6	41	2	-5	-3.1
CCCCc1c(O)nc(SCC(=O)NC(C)(C)C)n(-c2ccccc2C)c1=O	4	-0.7	-0.3	1	2.9	50	4	-11	1.7
O=C(O)c1ccc(NS(=O)(=O)c2cccc(C(=O)Nc3ccc(Br)cc3)c2)cc1	-5	-0.1	-0.2	-7	-2.6	8	14	-28	-3.3
COc1ccc(NC(=O)c2nc(SC)ncc2Cl)cc1	0	-1.0	-1.7	-2	-2.7	27	3	-4	-1.7
Cc1ccsc1C(=O)N1CCC(N2CCC(C(=O)NCC3CCCO3)CC2)CC1 (stereo unspecified)	-1	0.3	0.6	-7	-1.0	24	-4	-6	-2.4
CN(C)C(CNC(=O)/C=C/c1cccc(Cl)c1)c1ccccc1 (stereo unspecified)	3	-0.4	0.1	-1	-0.8	20	-3	8	-0.6
Cc1noc(C)c1C(=O)N1CCCc2ccccc21	-9	0.3	0.3	0	-1.5	23	4	-3	0.1

2 entries drawn at random from the list so far, as already listed:
SMILES	GPR7 antag	V1R ag counter	OXTR agonist	GalR3 antagonist	IMP-1 inh	PHOSPHO1 block	HCV NS3 hel inh	FID counter	VIM-2 inh
Cc1ccccc1COC[C@H](CC(C)C)N1CCN(C(=O)c2cccc(C(F)(F)F)c2)CCC1=O	-9	-1.6	-1.3	-5	-3.2	-9	-5	-47	-0.2
c1ccc(CNc2ccc(CNc3ncn[nH]3)cc2)cc1	-2	0.5	1.8	-4	-1.1	3	-1	0	0.8

Other compounds.
SMILES	GPR7 antag	V1R ag counter	OXTR agonist	GalR3 antagonist	IMP-1 inh	PHOSPHO1 block	HCV NS3 hel inh	FID counter	VIM-2 inh
Cc1ccc(CSCc2nc3ccccc3[nH]2)cc1	-15	/	/	0	-3.3	4	-7	-4	0.3
O=C(O)COc1ccc(NC(=O)C(c2ccccc2)c2ccccc2)cc1	-15	0.8	-0.4	-7	-2.4	34	7	-24	0.2
COc1ccc(NC(=O)CSc2nc(C)cc(C(F)(F)F)n2)cc1	-12	-0.4	-0.5	3	-11	-17	7	-10	-1.5
CCOc1cccc(-c2nc3cc(C)ccc3o2)c1	-11	0.5	-0.2	8	1.2	-4	10	2	1.2
C=CCn1c(SCC(C)=O)nc2scc(-c3ccco3)c2c1=O	-6	0.0	-0.8	-9	16*	-9	39*	-31	4.2
COc1ccc(C2CC(c3cccs3)=NN2C(=O)CSc2nnc(N)s2)cc1OC (stereo unspecified)	4	4.8	0.3	-4	0.5	-15	-10	-35	-0.4
COc1ccc(-c2nc(C#N)c(NCc3cccnc3)o2)cc1OC	-4	-1.2	-1.6	0	-1.7	48	3	-10	2.9
C#CCOCCOCCOCCNc1nc(N2CCN(C(=O)[C@H](CCC(=O)O)n3cc(C(N)CC(C)C)nn3)CC2)nc(N2CCN(C(=O)[C@H](Cc3ccc(O)cc3)n3cc(C(N)CC(C)C)nn3)CC2)n1 (stereo partly specified)	-11	0.9	4.6	/	-2.8	-3	-17	12	-1.5
Cc1c(NC(=O)C(C)Sc2nnc(-c3ccccc3)o2)c(=O)n(-c2ccccc2)n1C (stereo unspecified)	-15	0.7	0.9	-2	2.8	-5	-10	2	-0.1
Cc1cc(SCC(=O)OCC(=O)N2CCN(C(=O)c3ccco3)CC2)c(C)cc1Br	-11	8.2	11	-1	-2.1	14	3	-25	-2.1
Cc1ccc2c(c1)c1c3n2CCCN(Cc2ccccc2)C3CCC1 (stereo unspecified)	-7	-1.2	-1.5	-6	-1.6	-1	3	-2	-1.2
CCCc1nn2c(=O)cc(CSCC(=O)Nc3ccccc3OC)nc2s1	4	0.9	0.1	-6	1.2	38	11	-21	2.6
O=C(O)COc1ccccc1/C=N/NC(=O)CSc1nnc(-c2ccc(Cl)cc2)n1C1CCCCC1	-14	0.0	-0.4	-3	-2.8	33	-9	-33	-3.4
N=C1/C(=C\c2coc3ccccc3c2=O)C(=O)N=C2SC(c3ccncc3)=NN12	0	98*	92*	2	3.4	5	7	-29	2.8
CCc1cc(=O)oc2c(C)c(OCC(=O)NCCCN3CCOCC3)ccc12	-1	1.1	0.5	5	-3.6	41	7	14	7.2
CC1CCCC(C)N1C(=O)COC(=O)c1ccc(O)cc1 (stereo unspecified)	-13	2.6	3.6	-2	-2.9	10	-2	-10	-3.7
Cc1nc2ccc(S(=O)(=O)NCC(=O)NC(C)c3ccccc3)cc2s1 (stereo unspecified)	-3	-0.4	-1.3	-3	-2.0	-4	-1	-10	-0.8
O=C(OCc1cc2ccccc2[nH]c1=O)c1cccs1	-8	0.5	-1.3	4	0.2	4	-6	-4	-0.6
O=S(=O)(Nc1nc2ccccc2nc1N1CCN(c2ccccc2F)CC1)c1ccc(Cl)cc1	-2	0.3	1.0	-5	-1.0	-7	1	-5	-4.4
O=C(NN1C(=O)C2CCCCC2C1=O)c1ccco1 (stereo unspecified)	-11	1.6	1.4	-5	0.1	25	13	-6	-0.3
CC(=O)c1cccc(NC(=O)N2CCCC2C(=O)Nc2cccc(C)c2)c1 (stereo unspecified)	-3	1.9	-1.7	0	-3.5	-6	5	-9	-2.1
S=C(NCc1ccco1)N1CCN(c2ccc(Cl)cc2)CC1	6	6.4	6.0	-9	-3.9	-114	-1	-8	-2.8
Cc1ccccc1NC(=O)Cc1nc(COC(=O)c2cc(Cl)ccc2O)cs1	1	1.8	-1.4	-3	-4.0	22	-13	-29	-3.2
NNC(=O)COc1ccccc1F	-16	-0.5	-0.2	-2	-2.0	1	8	-8	-4.4
O=C(Nc1cccnc1)C12CC3CC(CC(C3)C1)C2	-7	0.2	0.2	-4	-0.8	29	-2	-3	-0.6
CC(=O)O[C@H]1CSC[C@H]1NC(=O)c1ccccc1	-16	0.6	0.3	0	-4.1	4	4	2	-3.2
CCC12CN3CCN(CC(C3)/C1=N\NC(=O)c1ccc(F)cc1)C2	5	0.9	-0.6	6	0.0	2	10	-6	-2.2
S=C(Nc1ccc(Cl)cc1Cl)Nc1ccccc1Oc1ccccc1	-15	0.1	-2.6	/	-0.8	-17	-9	-1	-7.0

Results in HCV NS3 hel inh, GalR3 antagonist and GPR7 antag (three entries from above):
SMILES	HCV NS3 hel inh	GalR3 antagonist	GPR7 antag
Cc1ccc(OCC(=O)Nc2ccc3c(c2)nc(CCN2CCC(C)CC2)n3C)cc1	-12	-4	1
Cc1ccc(S(=O)(=O)Nc2cccc(C(=O)NCc3ccc(S(N)(=O)=O)cc3)c2)cc1	11	-6	-12
CC1(C(=O)NC2CCCCCCC2)CCC(=O)N1Cc1cccs1 (stereo unspecified)	-1	-5	2

Screening results from PubChem BioAssay.
